CBFb-RUNX1 inh = qHTS Assay for Compounds Blocking the Interaction Between CBF-beta and RUNX1 for the Treatment of Acute Myeloid Leukemia; 230,000 tested, under 10 active; Potency, µM (doses to about 59.8 µM), for the others: at the top dose activity, negative = inhibition, most hits filed as inhibitors; AlphaScreen CBFb-His/RUNX1-biotin binding, biochemical; note: % of control where 0% means no effect
Target sequence (Q01196 whole entry, looked up): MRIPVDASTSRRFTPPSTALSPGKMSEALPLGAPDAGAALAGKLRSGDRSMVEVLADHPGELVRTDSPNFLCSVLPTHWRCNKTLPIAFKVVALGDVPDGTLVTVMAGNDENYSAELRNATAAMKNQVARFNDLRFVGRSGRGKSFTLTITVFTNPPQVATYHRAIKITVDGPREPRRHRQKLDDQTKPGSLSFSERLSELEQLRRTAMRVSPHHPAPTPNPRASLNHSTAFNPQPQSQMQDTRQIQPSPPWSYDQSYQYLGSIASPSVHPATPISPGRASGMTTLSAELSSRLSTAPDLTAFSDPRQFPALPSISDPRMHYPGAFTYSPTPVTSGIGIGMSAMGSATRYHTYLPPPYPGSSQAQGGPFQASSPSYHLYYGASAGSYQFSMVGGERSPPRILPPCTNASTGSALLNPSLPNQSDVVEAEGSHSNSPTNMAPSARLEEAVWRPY
Target sequence (Q13951 whole entry, looked up): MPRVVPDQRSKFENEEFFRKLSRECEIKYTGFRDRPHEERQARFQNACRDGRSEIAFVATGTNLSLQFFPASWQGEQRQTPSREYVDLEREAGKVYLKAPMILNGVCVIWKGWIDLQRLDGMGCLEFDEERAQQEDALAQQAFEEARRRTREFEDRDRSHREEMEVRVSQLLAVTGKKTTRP
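Inhibition was taken as any reduction in AlphaScreen signal from the CBF-beta–RUNX1 pair (His and biotin tags, 30 nM each), measured after compound (15 min) and bead (90 min) incubations at room temperature.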
NPSR antagonist = qHTS Assay for Antagonists of the Neuropeptide S Receptor: cAMP Signal Transduction; CHO-NPSR cells, cAMP TR-FRET, antagonist mode; Potency, µM (top dose mostly 38.3 µM), for the others: at the highest dose activity change, negative = inhibition, hits mostly inhibitors; 220,000 tested, 1% active; Q6W5P4; note: potency is the fitted concentration of half-maximal effect; % is set by controls: 0 for no effect and ±100 for the full control effect; nearly all actives have a fitted effect of over 50% in size; many of its hits are not listed in these tables
Target sequence (Q6W5P4 whole entry, looked up): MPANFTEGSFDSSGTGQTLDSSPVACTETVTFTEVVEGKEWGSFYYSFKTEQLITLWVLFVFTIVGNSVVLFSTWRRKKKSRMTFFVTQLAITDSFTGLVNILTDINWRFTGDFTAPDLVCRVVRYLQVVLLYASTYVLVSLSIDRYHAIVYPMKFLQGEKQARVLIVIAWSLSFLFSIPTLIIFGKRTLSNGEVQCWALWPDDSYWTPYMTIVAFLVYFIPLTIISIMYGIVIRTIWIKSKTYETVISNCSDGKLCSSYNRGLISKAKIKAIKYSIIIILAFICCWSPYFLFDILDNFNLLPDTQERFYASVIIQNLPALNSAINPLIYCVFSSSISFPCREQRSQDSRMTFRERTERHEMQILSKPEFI
HttQ103 aggreg = qHTS Multiplex Assay to Identify Dual Action Probes in a Cell Model of Huntington: Aggregate Formation (GFP); PC12 HttQ103-GFP aggregates, Acumen cytometry, 40 h; Potency, µM (doses to about 46.1 µM), for inactives: top-dose activity change, negative = inhibition, hits mostly inhibitors; 220,000 tested, 1.1% active; AID 1688, 2009; note: potency is the fitted concentration of half-maximal effect; % is set by controls: 0 for no effect and ±100 for the full control effect; nearly all actives have a fitted effect of over 60% in size
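Aggregates are detected as GFP objects 1–25 µm with signal 6 STDEV over background in lysates of induced PC12 cells. These carry Huntingtin exon 1 with 103 glutamines fused to GFP under an ecdysone promoter; compounds titrated.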
LMNA splice mod = qHTS Assay for Modulators of Lamin A Splicing; HeLa LMNA splicing GFP/RFP minigene ratio, 48 h; Potency, µM (series often up to 46.1 µM), without a hit: at the top dose ratio change, negative = inhibition, hits mostly inhibitors; 200,000 tested, 0.01% active; active = well fitted inhibition curve with a large enough effect in the signal ratio, with a control signal flat, not every such curve was filed as active; inconclusive = small, poorly fitted or top-dose-only effect, or effect the other way, or a change in a side signal; the % refers to the signal ratio; note: potency is the fitted concentration of half-maximal effect; % is set by controls: 0 for no effect and ±100 for the full control effect
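S3 HeLa cells stably expressing lamin A-EGFP splicing minigene plus DsRed2, 600 cells/well, 48 h compound exposure at 37C. Laser-scanning cytometry; analysed as GFP (500-530 nm)/RFP (575-640 nm) total intensity ratio; 0.5% DMSO vehicle.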
Epigenetic reg = Quantitative High-Throughput Screen for Regulators of Epigenetic Control; AID 1865, 2009; 280,000 tested, 0.2% active; Potency, µM (highest dose often 53.9 µM), for the others: top-dose GFP activation, usual class: activators; murine LDR cells, GFP reporter derepression, 30 h; note: potency is the fitted concentration of half-maximal effect; % of control where 0% means no effect; nearly all actives have a fitted effect of over 60% in size
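Derepression of a silenced CMV-GFP reporter in murine LDR cells is scored by enumerating GFP-positive cells with a laser-scanning microplate cytometer after 30 hours of treatment at 37 C.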
Luc counter = Counterscreen for Luciferase (Kinase-Glo TM) Inhibition. Luciferin 4-monooxygenase (Photuris pensylvanica), Q27757. Kinase-Glo luciferase, ATP luminescence, 8 min. Potency, µM (series often up to 38.3 µM), inactives show top-dose activity change, negative = inhibition, most hits filed as inhibitors. 200,000 tested, 0.28% active. AID 1379, 2008; note: potency is the fitted concentration of half-maximal effect; % is set by controls: 0 for no effect and ±100 for the full control effect; nearly all actives have a fitted effect of over 60% in size
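Substrate mix (final 50 mM imidazole pH 7.2, 50 mM KCl, 7 mM MgCl2, 10 uM ATP, 0.01% Tween 20, 0.05% BSA) plus pin-tool compound, then Kinase-Glo detection mix; 8 min ambient, luminescence read.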
IMPase Li cell = qHTS Assay for Identifying the Cell-Membrane Permeable IMPase Inhibitors: Potentiation with Lithium; CHO-M1 cells, IP1 TR-FRET (IP-One), carbachol + lithium; Potency, µM (doses to about 59.4 µM), for the others: at the highest dose activity, negative = IMPase inhibition, most hits filed as inhibitors; AID 1457, 2008; 210,000 tested, 0.35% active;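 note: IP1 builds up when IMPase is blocked and the TR-FRET signal falls; potency is the fitted concentration of half-maximal effect; plate controls were basal vehicle for no effect and high inhibitor control for full effect; nearly all actives have a fitted effect of over 50% in size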
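IP1 accumulation measured by competitive TR-FRET in lysed CHO-M1 cells after 30 min compound exposure at 37C, with a small lithium addition to potentiate weak responses. Hill-equation AC50 from ratio and donor-channel data.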
* = called active by the depositor; ? = inconclusive; / = no result given; & = joins results of further samples; [ ] = dose if it differs, or a comment. Unless noted, calls come from the whole dose curve; as a rule, active = well fitted curve in the direction sought with a large enough effect; inconclusive = small, poorly fitted or top-dose-only effect, or another doubt; inactive = no such curve, though single readings can be large; an effect the other way counts as inactive or inconclusive.

smiles,CBFb-RUNX1 inh,NPSR antagonist,HttQ103 aggreg,LMNA splice mod,Epigenetic reg,Luc counter,IMPase Li cell
CC12C(=O)N(c3ccc(OC(=O)c4ccco4)cc3)C(=O)C1C1c3ccccc3C2c2ccccc21 (configuration not stated),0.1%,-9.3%,17.5%,-10.7%,0.0%,-2.6%,0.5%
COc1cc(C(=O)N2CCN(S(=O)(=O)c3ccc(C)cc3)CC2)ccc1OCc1c(C)noc1C,0.6%,-19.2%[46.1 µM],12.7%,?,-3.9%,12.3%,0.5%[38.3 µM]
CN(c1cccc(NC(=O)c2cccc([N+](=O)[O-])c2)c1)S(C)(=O)=O,-2.2%,-2.7%,18.3%,/,0.0%,-2.8%,-7.6%
COc1cccc2cc(C(=O)n3ccc(C)n3)c(=O)oc12,4.3%,0.2%[46.1 µM],-21.3%,-8.6%,4.8%,-2.9%,20.4%[38.3 µM]
COc1cc(S(=O)(=O)NC2CCCC2)c(OC)cc1Cl,1.1%,-3.8%[46.1 µM],-19.9%,-3.5%,0.0%,-0.5%,12.1%[38.3 µM]
COC(=O)c1cc2sccc2n1CC(=O)Nc1ccc(OC)c(OC)c1OC,-2.9%,-16.2%[46.1 µM],31.4%,4.6%,0.0%,-3.0%,6.6%[38.3 µM]
Nc1c(C(=O)Nc2ccccc2)sc2nc3c(c(-c4ccco4)c12)CCC3,4.6%,-27.8%[46.1 µM],11.0%,?,9.9%,-1.0%,-3.0%[38.3 µM]
Cc1ccc(C)c(NC(=O)CSc2nnc(-c3ccco3)o2)c1,4.8%,-5.4%[46.1 µM],1.2%,-2.9%,0.0%,-2.4%,13.7%[38.3 µM]
CCOC(=O)N1CCN(C(=O)C(CC(C)C)NS(=O)(=O)c2ccc3c(c2)oc(=O)n3C)CC1 (configuration not stated),-0.7%,-1.6%[46.1 µM],13.5%,3.8%,0.8%,-2.2%,31.0%[38.3 µM]
COc1cc2oc(=O)c3c4c(cc5ccc(c1CCN(C)C)c2c53)OCO4,0.1%,/,/,/,1.1%,-0.2%,12.0%
CC(=O)OC(C)CS(=O)(=O)c1ccccc1 (configuration not stated),1.1%,9.9%,4.2%,/,-1.3%,/,-7.4%
CN1CCC(C2(O)c3ccccc3CCc3ccccc32)CC1,3.9%,7.0%,11.4%,6.6%,0.1%,-0.7%,18.3%

3 structures out of the list, ordered by formula weight, largest number first.
smiles,CBFb-RUNX1 inh,NPSR antagonist,HttQ103 aggreg,LMNA splice mod,Epigenetic reg,Luc counter,IMPase Li cell
COc1cc(C(=O)N2CCN(S(=O)(=O)c3ccc(C)cc3)CC2)ccc1OCc1c(C)noc1C,0.6%,-19.2%[46.1 µM],12.7%,?,-3.9%,12.3%,0.5%[38.3 µM]
Nc1c(C(=O)Nc2ccccc2)sc2nc3c(c(-c4ccco4)c12)CCC3,4.6%,-27.8%[46.1 µM],11.0%,?,9.9%,-1.0%,-3.0%[38.3 µM]
CN1CCC(C2(O)c3ccccc3CCc3ccccc32)CC1,3.9%,7.0%,11.4%,6.6%,0.1%,-0.7%,18.3%

In the list so far, three have a furan ring, fused or not.
smiles,CBFb-RUNX1 inh,NPSR antagonist,HttQ103 aggreg,LMNA splice mod,Epigenetic reg,Luc counter,IMPase Li cell
CC12C(=O)N(c3ccc(OC(=O)c4ccco4)cc3)C(=O)C1C1c3ccccc3C2c2ccccc21 (configuration not stated),0.1%,-9.3%,17.5%,-10.7%,0.0%,-2.6%,0.5%
Nc1c(C(=O)Nc2ccccc2)sc2nc3c(c(-c4ccco4)c12)CCC3,4.6%,-27.8%[46.1 µM],11.0%,?,9.9%,-1.0%,-3.0%[38.3 µM]
Cc1ccc(C)c(NC(=O)CSc2nnc(-c3ccco3)o2)c1,4.8%,-5.4%[46.1 µM],1.2%,-2.9%,0.0%,-2.4%,13.7%[38.3 µM]

Following part.
smiles,CBFb-RUNX1 inh,NPSR antagonist,HttQ103 aggreg,LMNA splice mod,Epigenetic reg,Luc counter,IMPase Li cell
CCn1ncc(/C=C/C(=O)Nc2c(C)nn(CC)c2C)c1C,1.8%,-6.7%[46.1 µM],12.4%,9.5%,-0.2%,-0.2%,-9.4%[38.3 µM]
NC(=S)c1cc2ccc(O)cc2oc1=O,2.4%,5.01µM*,-15.3%,0.6%,1.0%,-17.2%,3.16µM*
NC(=O)c1cnn(C2CCS(=O)(=O)C2)c1 (configuration not stated),-7.6%,4.3%,5.3%,/,-1.2%,0.9%,26.7%
CCn1c(N)c(C(=O)Nc2ccccc2C(=O)OC)sc1=S,-23.5%,-17.1%[46.1 µM],8.0%,6.4%,-1.6%,-4.8%,16.2%[38.3 µM]
O=C1c2ccccc2C(=O)N1CCc1nc(-c2ccccn2)no1,2.4%,-0.3%[46.1 µM],9.2%,3.5%,-3.9%,1.5%,4.5%[38.3 µM]
COc1ccc(/C=N/NC(=O)CNc2c(Br)cc(C)cc2Br)c(C(=O)O)c1OC,25.3%,11.1%,7.9%,6.7%[46 µM],-5.5%,-1.3%,-1.3%
NS(=O)(=O)c1ccc(CCNC(=O)NC23CC4CC(CC(C4)C2)C3)cc1,2.0%,12.2%,-0.6%,10.2%[46 µM],-1.2%,4.5%,5.7%
COc1cc(C(=O)NC(=S)Nc2ccc(NC(=O)c3ccco3)cc2)cc(OC)c1OC,0.1%,17.8%,6.4%,?,-0.9%,0.0%,-5.9%
COC(=O)c1ccc(/C=C(\C#N)C(=O)NC(C)c2ccccc2)cc1 (configuration not stated),-1.0%,-59.0%,?,?,-0.1%,1.2%,22.3%
CCOc1ccc(OCC)c(NC(=O)C2CCCN(S(=O)(=O)c3cccs3)C2)c1 (configuration not stated),5.4%,-21.8%[46.1 µM],-0.4%,5.0%,2.8%,-3.4%,14.0%[38.3 µM]
CNS(=O)(=O)c1cccc(C(=O)OCC(=O)Nc2ccc(Cl)cn2)c1,14.0%,8.7%,-23.3%[9.22 µM],/,0.0%,/,/
COc1cccc(N2CCN(C(=S)Nc3cc(C)cc(C)c3)CC2)c1,8.7%,-7.0%,-14.6%[9.22 µM],/,-1.2%,/,-0.9%
COc1ccc(C(C(=O)Nc2ccc3c(c2)OCO3)N(C)C(=O)Cc2c[nH]c3ccccc23)cc1 (configuration not stated),-10.3%,-13.2%,?,-22.9%,0.0%,0.4%,-1.7%
CC(C)c1ccc(Nc2ncccc2C(=O)O)cc1,-0.3%,-18.5%,18.9%[9.22 µM],/,-4.0%,-6.7%,3.3%
C[C@H]1C=C(C(=O)N2CCN(Cc3ccc4c(c3)OCO4)CC2)O[C@@H](OCc2ccc(CO)cc2)C1,3.9%,26.6%,11.6%[9.22 µM],/,-3.0%,/,4.7%
CN1OC(COC(=O)c2ccccc2)CC1c1ccccc1 (configuration not stated),9.2%,-10.5%[46.1 µM],7.6%,0.0%,-0.9%,-3.8%,1.1%[38.3 µM]
O=C(c1cc2cc([N+](=O)[O-])ccc2oc1=O)N1CCN(c2ncccn2)CC1,2.5%,-2.3%[46.1 µM],0.708µM*,3.3%,-1.4%,-0.6%,0.2%[38.3 µM]
Cc1cc(=O)nc2c3ccccc3n(C(C)C(=O)Nc3c(F)c(F)c(F)c(F)c3F)n12 (configuration not stated),4.7%,-17.7%,45.7%,/,-5.5%,1.0%,?
COc1cccc(NC(=O)Nc2ccccc2Br)c1,9.5%,29.6%,?,/,-1.3%,-16.3%,10.2%
O=C(c1ccco1)N1CCN=C1SCc1cccc(Cl)c1,-1.0%,-11.0%[46.1 µM],-4.2%,-10.4%,1.5%,-0.2%,5.0%[38.3 µM]
COc1ccc(Nc2nc(NCc3ccco3)nc(N/N=C/c3ccc(O)cc3)n2)cc1,?,-46.8%,-2.7%,?,-1.1%,-1.6%,1.3%
CCn1c(O)c(N=NC(=O)Cc2csc(N3CCOCC3)n2)c2ccccc21,0.4%,-6.8%,-8.2%,-3.2%[46 µM],-0.3%,5.6%,0.1%
Cc1ccc(C)c(NS(=O)(=O)c2cc(C(=O)NCCC3=CCCCC3)ccc2C)c1,12.7%,?,?,?,0.0%,1.8%,4.2%
O=C(NC1CCCC1)c1cc(COc2ccc3ncccc3c2)on1,-0.4%,-9.5%,-5.2%[9.22 µM],/,0.1%,/,/
Cc1ccc(C)c(NC(=O)CCn2cnnn2)c1,3.7%,17.1%,7.8%,-7.0%[46 µM],1.5%&0.0%,0.3%,1.7%
O=C(c1cccnc1)c1cccnc1,-5.3%,24.8%,9.2%,?,0.0%,4.2%,1.6%
CN=C1NN=C(c2cc(C)n(-c3c(C)n(C)n(-c4ccccc4)c3=O)c2C)CS1,-1.2%,29.6%,5.8%,7.9%,1.0%,-0.9%,-6.7%
Cc1ccc2nc(C)c(C(=O)O)cc2c1,-1.8%,-7.6%,24.3%,/,-2.4%,/,-6.8%
O=C(c1n[nH]c2ccccc12)N1CCCCC1,-0.2%,9.4%,-3.0%,-3.0%[46 µM],4.3%,-3.0%,-3.9%
CCN1C(=O)CC(N2CCN(c3ccc(Cl)cc3)CC2)C1=O (configuration not stated),4.0%,-3.6%[46.1 µM],16.0%,?,0.0%,11.5%,-3.1%[38.3 µM]
Cc1cccc(N(CC(=O)NC2CCCC2)C(=O)c2nsc(Cl)c2Cl)c1C,1.5%,?,6.9%[9.22 µM],?,2.4%,-1.3%,7.7%
COc1ccccc1OCCNC(=O)c1cc(=O)[nH]c2ccccc12,6.2%,9.0%,-15.7%[9.22 µM],/,-0.9%,/,/
c1cncc(-c2noc(C34CC5CC(CC(C5)C3)C4)n2)c1,11.9%,-8.8%[46.1 µM],-28.0%,15.4%,0.0%,1.5%,28.1%[38.3 µM]
Cc1ccc(NC(=S)N(CCN2CCCCC2)Cc2ccco2)cc1Cl,-5.3%,-51.1%,-14.2%,/,8.1%,-3.2%,1.9%
O=C(CCCSc1nc2ccccc2[nH]1)NCc1ccc(Cl)cc1,6.1%,4.2%,-11.5%,?,-1.7%,-1.3%,5.0%
Cc1sc2nc(CSc3ccccc3)nc(N3CCN(C)CC3)c2c1C,-1.6%,-11.8%,-5.5%,?,-0.9%,-0.9%,13.7%

This is a subset (hit frequency here may not be typical).
